Bioassay records: PubChem, NCI
All columns: NCI-60 one-dose screen, growth in % after 48 h at 10 µM unless noted; 100 = growth as untreated, 0 = no growth, -100 = all killed.
SNB-75 = SNB-75 CNS cancer. 79,000 compounds, 5% hits. AID 1794750
SF-295 = SF-295 CNS cancer cells; 79,000 compounds, 5.6% hits
PC-3 = PC-3 prostate cancer cells; AID 1794754; 80,000 compounds, 3.9% hits
SNB-19 = SNB-19 CNS cancer cells. 81,000 compounds, 2.5% hits. AID 1794751
U251 = U251 CNS tumor cells | 80,000 compounds, 5.4% hits
SF-268 = SF-268 CNS cancer cells; 82,000 compounds, 3.1% hits; AID 1794759
HCC-2998 = HCC-2998 colon cancer. 79,000 compounds, 4.7% hits
SF-539 = SF-539 CNS cancer; 81,000 compounds, 6.8% hits
An asterisk follows results filed as active; · = not tested or not shown; & = joins results of further samples; [ ] = another dose, or the depositor's remark. Rule for the calls: active = growth percent below 10; inactive = the rest.

Order of values: HCC-2998	SF-539	SF-295	SF-268	SNB-75	SNB-19	PC-3	U251
COc1ccc(-c2cn(CC(=O)Nc3nc4ccccc4s3)nn2)cc1
  106	100	105	101	93	103	100	106
Cc1nc2ccc(Br)cn2c1-c1nnc(SCc2ccc(Br)cc2)o1
  90	91	97	106	96	97	112	93
O[C@@H]1CO[C@H]2[C@@H]1OC[C@@H]2O
  101	106	·	108	91	100	90	108
COc1ccc(C(=O)O)cc1C(=O)O
  94	99	102	105	90	103	95	103
COc1ccc2c(c1)c(-c1nc(-c3c[nH]c4ncccc34)cs1)cn2CCN
  95	69	95	80	57	79	43	67
O=C(O)c1ccc(-n2cc(/C=N/Nc3ccc(F)c(Cl)c3)c(-c3cc(C(F)(F)F)cc(C(F)(F)F)c3)n2)cc1
  70	75	54	72	75	68	58	67
COc1ccc(CN2[C@@H](C(=O)NCc3ccc(C(=O)NO)cc3)Cc3c([nH]c4ccccc34)[C@@H]2C2CC2)cc1
  25	15	3.1*	21	-12*	34	30	25
COc1ccc(-c2noc(N)c2[N+](=O)[O-])cc1
  127	95	111	99	98	96	91	100
Nc1nc2ccc(-c3nc4ccc5[nH]ncc5c4c4c3CCCC4)cc2s1
  107	106	108	99	100	98	100	102
COc1ccc(/C=C2\SC(=Nc3ccccc3)NC2=O)cc1
  -87*	-96*	·	-83*	-98*	-50*	-73*	-90*
Cc1ccc(O)c(N=Nc2cc(C)[nH]n2)c1
  94	93	99	79	92	81	88	70
O=C(NNc1ccc([N+](=O)[O-])cn1)Nc1ccc(Br)cc1
  107	119	89	104	105	102	80	94
c1ccc(CO[C@H]2CO[C@H]3[C@@H]2OC[C@@H]3Oc2ccc(Nc3ncnc4ccsc34)cc2)cc1
  104	73	63	78	87	83	80	82
COC(c1ccccc1)(c1ccccc1)c1ccccc1
  142	102	91	98	88	96	102	107
c1ccc(-c2nnsc2-c2ccccc2)cc1
  ·	103	·	101	80	89	99	96
Nc1ccc2ccc(N)cc2c1
  100	107	72	84	91	96	60	·
C#CCOC(=O)[C@]1(C)CCC[C@]2(C)[C@H]3C[C@H]4C(C(C)C)=C[C@]3(CC[C@H]21)[C@@H]1C(=O)OC(=O)[C@@H]14
  105	95	90	99	106	94	73	83
CCOC(=O)[C@@H](C)N1CC=CCN(OCc2ccccc2)S1(=O)=O
  110	106	107	99	92	100	96	101
COc1ccc(S(=O)(=O)NC(=O)NC2C(O)OC(CO)C(O)C2O)cc1 (stereo not drawn)
  106	101	103	102	94	102	106	106
CN(C)c1oc(/C=C/c2c[nH]c(=O)[nH]c2=O)nc1C#N
  111	104	100	108	98	101	107	97
C=COCCCOc1ccccc1
  91	100	99	100	90	103	97	97
CC(=O)OCCN1C=C(S(=O)(=O)c2ccccc2)C2=NCCCN2C1=O
  102	96	104	97	84	95	100	101
Nc1nc(-c2ccccc2)c(N=Nc2ccc([N+](=O)[O-])cc2Cl)s1
  100	96	92	90	86	96	78	83
Cn1c(C#N)ccc1-c1cccc(NS(C)(=O)=O)c1
  105	95	92	100	91	100	92	105
Clc1ccc(CNc2ncnc3[nH]ncc23)cc1Cl
  82	83	73	80	67	95	80	90
O=C(O)c1cc(S(=O)(=O)Cl)ccc1Cl
  104	100	101	112	108	104	102	95
Cc1cccc(/C=C/c2c(C(=O)/C=C/c3ccccc3)c(C)nc3ccccc23)c1
  -84*	-85*	-19*	38	-9.9*	-81*	8.3*	-94*
CC(C)C[C@H](N)C(=O)N=S(N)(=O)c1cccc2ccccc12 (stereo partly drawn)
  106	97	96	95	81	97	93	100
CC(C)[C@H]1CCC2=C3CC[C@]45OC(=O)[C@@]6(CCC(C)(C)C[C@H]64)CC[C@@]5(C)[C@]3(C)CC[C@@]21C
  98[100 µM]	72[100 µM]	89[100 µM]	76[100 µM]	30[100 µM]	72[100 µM]	39[100 µM]	66[100 µM]
N#Cc1c(-c2cccc(F)c2)cc(-c2ccccn2)[nH]c1=O
  107	101	98	97	107	95	95	91

Looked up by compound from above (4):
Order of values: HCC-2998	SF-539	SF-295	SF-268	SNB-75	SNB-19	PC-3	U251
COc1ccc(C(=O)O)cc1C(=O)O
  94	99	102	105	90	103	95	103
COC(c1ccccc1)(c1ccccc1)c1ccccc1
  142	102	91	98	88	96	102	107
Nc1nc2ccc(-c3nc4ccc5[nH]ncc5c4c4c3CCCC4)cc2s1
  107	106	108	99	100	98	100	102
CC(=O)OCCN1C=C(S(=O)(=O)c2ccccc2)C2=NCCCN2C1=O
  102	96	104	97	84	95	100	101

An excerpt of these results, bar-delimited.
SMILES | HCC-2998 | SF-539 | SF-295 | SF-268 | SNB-75 | SNB-19 | PC-3 | U251
CC(C)[C@H]1CCC2=C3CC[C@]45OC(=O)[C@@]6(CCC(C)(C)C[C@H]64)CC[C@@]5(C)[C@]3(C)CC[C@@]21C | 98[100 µM] | 72[100 µM] | 89[100 µM] | 76[100 µM] | 30[100 µM] | 72[100 µM] | 39[100 µM] | 66[100 µM]
Nc1ccc2ccc(N)cc2c1 | 100 | 107 | 72 | 84 | 91 | 96 | 60 | ·
COc1ccc(/C=C2\SC(=Nc3ccccc3)NC2=O)cc1 | -87* | -96* | · | -83* | -98* | -50* | -73* | -90*
Nc1nc2ccc(-c3nc4ccc5[nH]ncc5c4c4c3CCCC4)cc2s1 | 107 | 106 | 108 | 99 | 100 | 98 | 100 | 102

(continued)
Order of values: HCC-2998	SF-539	SF-295	SF-268	SNB-75	SNB-19	PC-3	U251
CCCCCCOC(=O)CC[C@@H](C)[C@H]1CC[C@H]2[C@@H]3[C@H](OC(=O)CCN)C[C@@H]4C[C@H](OC(=O)CCN)CC[C@]4(C)[C@H]3C[C@H](OC(=O)CCN)[C@]12C
  98	94	·	106	95	112	99	·
CC(=O)NC1(C#N)c2ccccc2-c2ccccc21
  115	104	105	104	90	106	87	97
CCNc1nc(O)c(/C=C2\C=Nc3ncccc32)s1
  10	-64*	5.0*	-5.8*	-72*	10.0*	2.3*	-9.5*
COc1ccc2c(c1)c1nc3cc(C)c(C)cc3nc1n2CCN(C)C
  21	-13*	4.6*	31	22	14	-14*	-86*
COc1cc(CC(=S)C(=O)O)ccc1O
  102	111	108	93	100	100	88	98
FC(F)(F)c1ccc(-c2cnc(C3=NCCN3)nc2NC2CCCCCC2)cc1
  105	96	95	105	87	94	83	·
O=C(O)c1ccc(S(=O)(=O)c2ccccc2)cc1
  99	94	107	100	96	98	97	96
O=S(=O)(Cl)c1cccc2cccnc12
  111	100	101	94	91	118	93	105
CCCCCCCCCCN1C(=O)/C(=c2\sc3n(c2=O)NC2C(N=3)N(CC)C(=O)N2CC)c2ccccc21 (stereo not drawn)
  100	92	94	92	81	82	91	98
O=C(Cn1ccnc1)Nc1nccs1
  98	102	99	107	116	108	106	89
O=C(O)CP(=O)(O)CCc1ccccc1
  101	100	101	97	101	99	91	90
CCOC(=O)CC(=O)CC(=O)OCC
  111	105	122	138	97	101	91	109
COc1ccc(CNc2nc3ccc(OC/C(=C\F)CN)cc3o2)cn1
  118	94	98	81	48	108	103	113
O=c1ccccc(-c2ccc(Br)cc2)c1O
  41	-0.9*	18	13	31	13	30	9.5*
COc1ccc(C(=O)/C=C/c2cc(OC)c(OC)c(OC)c2)cc1S(=O)(=O)Nc1cccnc1
  114	88	91	78	77	93	96	84
CCCc1cc(=O)[nH]c(SCC(=O)c2ccc(C)cc2)n1
  107	104	99	109	93	109	93	98
O=C(Nc1ccccc1)c1nc[nH]c1C(=O)Nc1ccccc1
  107	95	·	86	83	101	97	92
CC1(C)CC(O)(Cc2ccccc2)C(C)(O)c2ccccc21 (stereo not drawn)
  91	96	103	102	83	95	103	97
O=C(Nc1c(Cl)cccc1Cl)Oc1cccc2cccnc12
  93	28	-11*	51	73	56	41	20[100 µM]
O=C(NNc1ccccc1)n1c(=O)c2ccccc2c(=O)n1-c1ccccc1
  108	98	87	93	80	95	93	94
O=C(NCCO)c1ccccc1O
  99	95	·	106	91	108	96	95
COc1ccc(-c2n/c(=C\c3c(O)[nH]c4ccccc34)cc3c2=Nc2ccccc2-3)cc1
  18	83	38	5.0*	66	63	43	-61*
O=C(CCCc1ccccn1)c1ccc(-c2ccccc2)cc1
  104	109	110	113	98	92	89	104
CC(=O)Nc1cccc2c1CCCC2
  95&100	98&107	100&95	103&96	101&85	104&103	90&88	96&98
O=C(CCCNc1ncnc2c1ncn2-c1ccccc1)NC1CCCCC1
  118	99	97	99	93	104	82	91
N#Cc1ccc(NC(=O)Nc2ccc([N+](=O)[O-])cc2Cl)cc1
  100	92	97	95	101	95	92	98
Cn1c(=O)c(C#N)c(-c2ccco2)n2c(SCC3CO3)nnc12 (stereo not drawn)
  87	111	106	68	68	123	73	103
Cc1c(C)c2c(c(C)c1OCC(=O)O)CC[C@@](C)(CCC[C@@H](C)CCC[C@@H](C)CCCC(C)C)O2
  -3.6*[50 µM]	-7.3*[50 µM]	36[50 µM]	-5.6*[50 µM]	68[50 µM]	17[50 µM]	-16*[50 µM]	-30*[50 µM]
Nc1ccccc1O
  100	96	104	88	81	99	66	98
CCOc1ccc(C(CC)Oc2ccc(C(=O)NS(=O)(=O)C(C)(C)C)cc2C(F)(F)F)nc1 (stereo not drawn)
  121	101	101	102	90	106	122	103
COC(=O)Cc1[nH]c(Cl)nc1C(=O)OC
  106	103	101	104	107	98	93	99
COc1ccc(/C=C/c2cc[n+](C)cc2)cc1OC
  114	104	110	97	106	107	95	101
Oc1ccc2c(c1)OCCOCCOc1cc(O)ccc1OCCO2
  79	109	119	107	100	95	92	94
CCOC(=O)C1CCCNC1 (stereo not drawn)
  103	98	99	109	78	100	103	97
Nc1nc2c(C(=O)Nc3ccc(Cl)cc3)c(Nc3ccccc3)nn2c(-c2ccc(Cl)cc2)c1-c1nc2ccccc2s1
  119	92	100	99	89	100	98	111
CC(=O)CC(C)(C)NC(=S)Nc1cccc2ccccc12
  118	99	102	95	62	106	82	104
Cc1ccnc(NC(=O)Cn2cc(COc3ncnc4c3cnn4-c3ccccc3)nn2)c1
  110	94	98	95	75	89	85	94
Fc1ccc(Nc2csc(Nc3cnccn3)n2)cc1
  101	99	105	95	85	100	101	106
CC(=O)n1ccc2nc(Cl)nc(Cl)c21
  102	93	100	98	88	100	·	87
C#CC#CC#CC#CC#CC#CC#CC#CCC1OCC(COC(=O)O[C@@H](C(=O)O[C@H]2C[C@@]3(O)[C@@H](OC(=O)c4ccccc4)[C@@H]4[C@]5(OC(C)=O)CO[C@@H]5C[C@H](O)[C@@]4(C)C(=O)[C@H](OC(C)=O)C(=C2C)C3(C)C)[C@@H](NC(=O)c2ccccc2)c2ccccc2)O1 (stereo partly drawn)
  2.0*	-0.9*	4.6*	34	-25*	19	19	18
CCC1(CC)SC(N)=NC1=O
  102	104	103	105	99	105	96	102
O=C(Cc1ccccc1)Nc1cccc(-c2nc3ccccc3c(=O)[nH]2)c1
  101	104	111	85	79	99	95	94
CC(=O)c1ccc(O)c(O)c1O
  117	100	101	109	90	99	105	110
O=C(/C=C/c1cn(-c2ccccc2)nc1-c1ccccc1)OCc1cn(-c2ccccc2[N+](=O)[O-])nn1
  97	96	97	89	82	84	76	81
CCc1ccc(Cc2cnc(NC(=O)C(=S)N3CCOCC3)s2)cc1
  102	98	99	99	87	101	98	98
CC(O)CNC(=O)C(C)NC(=O)c1ccc(Br)s1 (stereo not drawn)
  106	105	102	96	114	97	95	89
COc1ccc2c(c1)CCC1(C)CC(=O)C=C21 (stereo not drawn)
  105	107	95	113	84	112	98	96
Brc1ccc(-c2nnc(CN3C=NC4C(N5CCOCC5)=NC=NC43)o2)cc1 (stereo not drawn)
  108	99	97	106	·	108	104	103
COc1ccc(-c2nc3sc(C)cn3c2/C=C/C(=O)c2cc(OC)c(OC)c(OC)c2)cc1
  69	78	51	73	56	76	19	47
CC(CO)Cc1ccc(C(C)(C)C)cc1 (stereo not drawn)
  93	98	106	99	89	100	99	105
CC(=O)NC1COC(CO)C(OC2OC(CO)CC(O)C2NC(C)=O)C1O (stereo not drawn)
  118	102	101	107	113	97	90	100
CS(=O)(=O)CC1=NC(=N)N=C1CS(C)(=O)=O
  107	103	99	101	106	·	103	94
COC(=O)N1CC(Oc2ccccn2)C2CC1c1ccccc1O2 (stereo not drawn)
  104	99	104	102	99	95	94	104
O=C(CSc1nnc(-c2cccs2)n1-c1ccccc1)Nc1ccccc1
  111	61	90	60	-0.4*	54	83	84
COc1cc(C2CC(c3ccccc3)=NN2C(C)=O)cc(OC)c1OC (stereo not drawn)
  50	28	7.6*	46	-17*	49	37	28
COc1ccc(/C=C2\N=C(c3ccccc3)N(C(=O)c3ccccc3O)NC2=O)cc1
  94	95	93	108	·	97	·	94
O=C(Cn1cc(C2CC2)nn1)Nc1nc(-c2ccc(Br)cc2)cs1
  106	106	88	104	93	96	97	102
CCOC(=O)/C=C/c1ccc(OC)cc1
  102	111	98	107	98	100	91	87
CCCCCCCCCCCCCCCCNC(=S)NN
  86	100	103	102	125	88	88	95
O=C1CCCCC(=O)[C@H]2CC(=O)O[C@@H]2CO1
  102	99	100	101	78	99	99	99
FC(F)(F)c1cccc(-c2nnn(Cc3cc(-c4cccc(Cl)c4)no3)n2)c1
  103	102	111	99	89	98	104	104
Cc1ccccc1-n1c(C)nc2cc(N)ccc2c1=S
  101	98	83	89	84	99	92	94
CN(C)C(=S)Nc1ccccc1
  104	133	95	112	75	·	81	101
